HKDC1 inh = HKDC1 hexokinase inhibitors, primary screen, biochemical, fluorescence, uHTS; Q2TB90; recombinant HKDC1, G6PDH/diaphorase resazurin coupled fluorescence; inhibition, % at 20 µM; 340,000 tested, 0.16% active;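 active means inhibition above about 35% when tested at 20 µM, limit read from the data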;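 further: plate controls were DMSO wells with enzyme for no effect and DMSO wells lacking enzyme for full effect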
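Assay system: recombinant HKDC1 hexokinase; detection: coupled resazurin fluorescence, excitation 525 nm, emission 613 nm; benchmarks: DMSO-plus-enzyme-mix negative control, buffer-substituted positive control; compound dosing: single 20 µM dose; schedule: 90 min at room temperature in dark; also added: glucose plus 1 mM ATP as hexokinase substrates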
beta cell repl = inducers of MIN6 beta-cell proliferation, primary screen, ATP luminescence, uHTS | MIN6 cells proliferation, ATPlite luminescence, 48 h; cells starved in 0.2% serum; 100% = growth in 10% serum | proliferation, % at 10 µM | 330,000 tested, 0.29% active | AID 2380, 2010;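 active means compounds whose signal lies at least 3.5 SD above the mean of all wells on their plate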;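 further: 0% = DMSO-treated cells in low-serum medium and 100% = 10% serum control; some compounds called inactive have numbers as strong as hits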
SENP8 block-1 = human SENP8 protease inhibitors, primary screen, biochemical, fluorescence, Nedd8 protein substrate, uHTS | Sentrin-specific protease 8 (Homo sapiens), Q96LD8 | recombinant SENP8 | inhibition, % at 20 µM | 360,000 tested, 0.64% active | AID 602440, 2012; in the data active means inhibition mostly above about 40%, no sharp cut-off; inactive means mostly below about 27%
Target sequence (Q96LD8 whole entry, looked up): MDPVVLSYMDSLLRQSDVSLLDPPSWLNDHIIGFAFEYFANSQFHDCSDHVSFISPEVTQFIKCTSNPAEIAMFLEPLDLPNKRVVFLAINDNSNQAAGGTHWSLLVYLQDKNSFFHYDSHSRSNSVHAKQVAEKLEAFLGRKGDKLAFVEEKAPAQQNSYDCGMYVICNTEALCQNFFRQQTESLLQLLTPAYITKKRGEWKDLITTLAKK
SENP6 inh = SENP6 protease inhibitors, primary screen, biochemical, luminescence, uHTS; inhibition, % at 10 µM; AID 2599, 2010; 330,000 tested, 1.8% active; Sentrin-specific protease 6 (Homo sapiens), Q9GZR1; Recombinant SENP6 catalytic domain, aminoluciferin luminescence;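 active means inhibition above about 50% at the single tested dose, limit read from the data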;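 further: plate controls were DMSO wells with enzyme for no effect and DMSO wells lacking enzyme for full effect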
Target sequence (Q9GZR1 628-1112 limits assumed): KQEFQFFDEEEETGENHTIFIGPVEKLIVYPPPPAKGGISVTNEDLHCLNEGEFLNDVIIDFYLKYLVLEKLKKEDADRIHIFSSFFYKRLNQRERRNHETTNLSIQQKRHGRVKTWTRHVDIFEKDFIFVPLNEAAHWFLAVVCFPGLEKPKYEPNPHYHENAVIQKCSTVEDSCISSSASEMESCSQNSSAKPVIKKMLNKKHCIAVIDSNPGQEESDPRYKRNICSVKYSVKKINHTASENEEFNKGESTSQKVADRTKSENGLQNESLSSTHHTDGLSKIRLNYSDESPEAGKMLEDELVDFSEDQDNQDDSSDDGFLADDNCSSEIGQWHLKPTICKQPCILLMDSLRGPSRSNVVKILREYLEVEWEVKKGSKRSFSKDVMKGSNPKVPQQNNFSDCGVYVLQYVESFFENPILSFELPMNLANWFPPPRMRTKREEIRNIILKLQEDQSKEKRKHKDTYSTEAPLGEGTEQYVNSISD
SENP8 block-2 = SENP8 protease inhibitors, primary screen, biochemical, luminescence; purified SENP8, Z-RLRGG-aminoluciferin cleavage; inhibition, % at 10 µM; 330,000 tested, 1.2% active; AID 2540, 2010; in the data active means inhibition above about 50%
SENP7 inh = SENP7 protease inhibitors, primary screen, biochemical, luminescence, uHTS | inhibition, % at 5 µM | recombinant SENP7, Z-RLRGG-aminoluciferin luminescence, 40 min | 330,000 tested, 1.5% active | Sentrin-specific protease 7 (Homo sapiens), Q9BQF6;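 active means inhibition above about 50% at the single test dose, limit read from the data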;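 further: plate controls were DMSO with enzyme for no effect and no enzyme buffer wells for full effect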
PfGluPho inh = PfG6PD enzyme inhibitors, primary screen, biochemical, fluorescence intensity, uHTS; glucose-6-phosphate dehydrogenase-6-phosphogluconolactonase (Plasmodium falciparum 3D7); PfGluPho enzyme, NADPH resazurin-diaphorase fluorescence; 350,000 tested, 0.78% active; inhibition, % at 20 µM;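 active means inhibition reaching at least a set limit at 20 µM in the primary screen, cut at about 59% in these data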;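 further: 0% = DMSO wells with substrate and 100% = DMSO wells lacking glucose-6-phosphate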
SENP1 FRET inh = human SENP1 catalytic domain inhibitors, primary screen, biochemical, FRET, uHTS; recombinant SENP1 catalytic domain, CyPet-SUMO1-YPet FRET cleavage; 360,000 tested, 0.21% active; Sentrin-specific protease 1 (Homo sapiens), Q9P0U3; AID 624204, 2012; inhibition, % at 10 µM;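 active means inhibition at least 30% at 10 µM, raw YFP signal under a set limit, fluorescence ratio 0.5 to 1.5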;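 further: 0% = enzyme with DMSO and 100% = no enzyme wells; some results filed as inactive read as strong as hits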
Target sequence (Q9P0U3 419-644 limits assumed): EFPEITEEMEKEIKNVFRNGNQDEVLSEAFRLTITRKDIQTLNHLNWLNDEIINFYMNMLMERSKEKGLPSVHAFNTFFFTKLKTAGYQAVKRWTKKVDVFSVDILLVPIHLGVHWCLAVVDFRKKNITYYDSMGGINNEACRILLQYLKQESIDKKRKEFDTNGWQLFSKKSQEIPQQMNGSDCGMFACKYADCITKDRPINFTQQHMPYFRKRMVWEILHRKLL
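Material: hSENP1 catalytic domain, recombinant; medium: Tris pH 8 with BME, BSA, NP40 and catalase; compound: single concentration of 10 µM compound, 0.5% DMSO final; technique: FRET read of cyan and yellow fluorescence; timing: 50 min enzyme reaction, room temperature, light-protected; reagent: SFCypet-SUMO1-SFYpet substrate at 25 nM; control set: no-enzyme low, enzyme-DMSO high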
UBC13 polyUb = UBC13 polyubiquitin chain formation inhibitors, primary screen, biochemical, TR-FRET, uHTS | Ubiquitin-conjugating enzyme E2 N (Homo sapiens), P61088 | inhibition, % at 20 µM | 330,000 tested, 0.47% active | AID 485273, 2010; in the data active means inhibition above about 45%, passing the limit was not always enough; inconclusive means no clear call, values can overlap the other calls
Target sequence (P61088 whole entry, looked up): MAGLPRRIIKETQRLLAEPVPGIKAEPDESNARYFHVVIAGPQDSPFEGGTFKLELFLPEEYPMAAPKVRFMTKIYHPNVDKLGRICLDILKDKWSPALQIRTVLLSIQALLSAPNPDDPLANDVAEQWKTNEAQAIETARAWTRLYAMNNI
Starred values were filed as active, the others as inactive; ? = inconclusive; / = not tested or not shown.

Values in the order – SENP6 inh	SENP7 inh	UBC13 polyUb	SENP8 block-2	SENP8 block-1	beta cell repl	HKDC1 inh	PfGluPho inh	SENP1 FRET inh
Cn1c(NC(=O)c2ccc(Cl)s2)cc(=O)n(C)c1=O
  -12	6	3	-1	18	-1	-1	-15	0
CCCCC(CC)Cn1c(N)c(C#N)c2nc3ccccc3nc21 (stereo not given)
  15	1	1	4	-277	-5	-11	12	-22
CC1CCC/C(=C(\C#N)c2nc(-c3cc4ccccc4oc3=O)cs2)C1 (stereo not given)
  5	5	-4	-22	-396	0	1	6	1
CCOC(=O)/C=C1/SCC(=O)N1Cc1ccc(Br)cc1
  /	/	/	/	11	/	-4	-3	-2
CCOC(=O)N1CCC(Nc2ncnc3c2cnn3-c2ccc(C)cc2C)CC1
  -7	-1	1	6	12	-1	-2	2	-2
O=C(CCc1nnc(CCCCc2ccccc2)o1)NCc1cccc(F)c1
  7	-1	11	1	10	-1	-7	3	-4
Cn1cnc([N+](=O)[O-])c1Sc1ccccc1
  2	2	-13	5	7	0	-5	-6	0
Cc1cc(C(=O)Nc2ccc3ccccc3c2)c(C)o1
  84*	69*	4	73*	-20	-3	5	18	-1
COc1cccc(COC(=O)C2CCN(S(=O)(=O)c3ccc(C)cc3)CC2)c1OC
  -9	-5	-1	-3	0	-2	3	-5	1
COc1ccc2c(c1)O/C(=C\c1ccccc1O)C2=O
  20	1	-9	5	-280	0	2	20	-61
CC(NC(=O)c1ccc(-c2cc(C(F)(F)F)ccc2Cl)o1)c1ccccc1 (stereo not given)
  -8	10	0	-2	13	0	-5	0	2
CC(C)(C)c1cnnn1-c1ccc([N+](=O)[O-])cc1
  -16	1	3	4	7	-1	8	-15	2
Cc1ccc(NC(=O)C2CCN(S(=O)(=O)c3ccc4c(c3)OCCCO4)CC2)nc1
  0	-10	-1	-7	-4	0	-5	-3	1
N#C/C(=C\c1ccccc1)C(=O)N1CCC(C(N)=O)CC1
  -20	-4	-12	-7	6	-3	-3	0	2
Cc1cccc(C(=O)NCCc2n[nH]c(=S)n2C)c1
  -42	-3	-11	-4	12	0	-10	1	2
O=C(NCCc1cccnc1)C1CCC(=O)N(CCc2cccc(F)c2)C1 (stereo not given)
  5	0	4	3	11	-1	-7	-14	0
CC(CCc1ccc(O)cc1)NC(c1ccccc1)c1ccc(Cl)cc1 (stereo not given)
  -18	-10	7	-3	5	-5	-1	7	1
CC(=O)NCCCc1nc2ccccc2n1Cc1c(F)cccc1Cl
  3	5	-3	7	21	-1	-7	4	1
Cc1ccc(C(=O)Oc2ccc(/C=C3\C(=N)N4N=C(N5CCOCC5)SC4=NC3=O)cc2)cc1
  2	-27	-32	-17	-13	-5	12	-40	-8
COc1ccc(C(=O)C2CCCN(S(=O)(=O)c3ccccc3F)C2)c(C)c1 (stereo not given)
  1	10	-1	-12	4	4	5	-6	1

(further entries)
Values in the order – SENP6 inh	SENP7 inh	UBC13 polyUb	SENP8 block-2	SENP8 block-1	beta cell repl	HKDC1 inh	PfGluPho inh	SENP1 FRET inh
O=C(Nc1ccc(Cl)c(-c2nc3ccccc3[nH]2)c1)c1ccc2c(c1)OCO2
  -20	5	7	0	10	-4	7	21	1
c1ccc2c(c1)ccc1nnc(SCc3ccc4c(c3)OCCO4)n12
  -4	-6	-8	4	-40	2	15	-5	2
CC(=O)Nc1cccc(C(=O)OCN2C(=O)c3ccccc3C2=O)c1
  4	1	-9	2	6	1	-3	1	-1
COc1ccc(CCNC(=O)CNS(=O)(=O)c2ccc(F)c(Cl)c2)cc1OC
  9	-10	-19	-4	8	2	-3	-5	-1
CCOC(=O)CNC(=O)N1CCCC(CCC(=O)NCc2ccc(F)c(F)c2)C1 (stereo not given)
  -3	-1	-19	-10	15	1	-6	1	-2
O=C(Nc1ccc(NC(=O)c2cccs2)cc1)c1ccco1
  37	26	-5	-5	-5	-1	-1	13	1
Cc1nn(Cc2ccc(Cl)cc2)c(Cl)c1/C=N/NC(=O)c1cccnc1
  3	-6	8	11	1	2	-5	9	0
CCC(=O)NC(c1cccc([N+](=O)[O-])c1)c1c(OC(C)=O)ccc2ccccc12 (stereo not given)
  3	0	-4	-4	17	-4	0	-11	1
Cc1cc(C)cc(-n2cc[nH]c2=S)c1
  -21	-6	-2	-7	10	0	0	21	2
CCOC(=O)CC1(CC(=O)OCC)NC(=O)c2c(C)sc(C(=O)OCC)c2N1
  -16	-9	5	-10	-496	-3	-5	-15	-4
COC(C/C=C\[C@H](O)COCc1ccccc1)OC
  -16	-6	7	0	15	1	-6	-12	5
COc1cccc(CNC(=O)COC(=O)CN2C(=O)NC3(CCCCC3C)C2=O)c1 (stereo not given)
  -14	5	8	1	9	1	-6	-9	0
O=C(COC(=O)CCc1nc2ccccc2c(=O)[nH]1)Nc1ccc(N2CCOCC2)cc1
  -20	1	-2	1	-2	-1	-1	0	-4
CCN(C(=S)NC(=O)C1CCCC1)C1CCCCC1
  15	3	13	10	14	-2	-2	14	2
COc1ccc(-c2nc(N)ncc2-c2ccccc2)c(O)c1
  -5	-6	0	-2	14	-2	-4	9	0
CCCCNC(=O)c1nn2cc(Br)cnc2c1Br
  4	4	4	2	/	-2	-2	-9	/
Cc1ccc(/C=N/N=C2/NC(=O)C(CC(=O)Nc3ccccc3)S2)o1 (stereo not given)
  -6	-1	-3	-4	5	-1	3	-19	3
Cc1nn(-c2ccccc2)c(C)c1/C=N/N1CCN(c2ccccc2)CC1
  0	2	17	2	9	0	-6	18	2
Cn1nc(-c2ccc(OCC(N)=O)cc2)c2ccccc2c1=O
  7	2	-1	-7	18	-1	0	-3	2
COCCN(CCNC(=O)c1ccc(NC2=NC3CS(=O)(=O)CC3S2)cc1)Cc1ccco1 (stereo not given)
  9	3	-1	5	25	1	-3	-8	3

2 compounds from above with just SENP1 FRET inh.
Molecule	SENP1 FRET inh
COc1ccc(C(=O)C2CCCN(S(=O)(=O)c3ccccc3F)C2)c(C)c1 (stereo not given)	1
COC(C/C=C\[C@H](O)COCc1ccccc1)OC	5

(continued)
Values in the order – SENP6 inh	SENP7 inh	UBC13 polyUb	SENP8 block-2	SENP8 block-1	beta cell repl	HKDC1 inh	PfGluPho inh	SENP1 FRET inh
CCN(CC)S(=O)(=O)c1ccc2oc(C(=O)NC3CC3)c(C)c2c1
  -4	-3	4	-8	1	-1	-4	8	2
N#C/C(=C\c1ccc(F)cc1)c1nc(-c2ccco2)cs1
  -11	-5	-10	-16	-41	3	4	9	-66
CC[C@]12c3[nH]c4ccc(Cl)cc4c3CCN1C(=O)[C@@H](CC(=O)NC(C)(C)C)C[C@@H]2C(=O)N1CCN(C(=O)c2ccco2)CC1
  /	-7	/	/	12	/	-7	-4	2
Fc1ccc(-c2ccc(Nc3cccc(F)c3)nn2)cc1
  -8	4	-1	-4	6	-3	1	7	1
Cc1ccc2oc(C(=O)Nc3ccc(S(=O)(=O)Nc4onc(C)c4C)cc3)c(C)c2c1
  25	3	-13	10	-4	-3	-26	-11	0
O=C(CC1C(=O)NCCN1Cc1ccccc1F)NC1CCCCCC1 (stereo not given)
  -2	3	3	-5	-44	-2	/	/	-11
CCOC(=O)CSc1n[nH]c(NS(=O)(=O)c2ccccc2C(F)(F)F)n1
  5	2	-6	-1	15	-2	-4	-8	0
COc1ccc(CNC(=O)COC(=O)c2ccc(F)c(S(=O)(=O)N3CCOCC3)c2)cc1
  -5	-9	-4	-13	6	-2	-5	-8	2
O=C(O)c1ccc2c(c1)N(Cc1ccc(F)cc1)C(=O)c1ccccc1S2
  -7	7	4	-6	-3	-1	-1	-23	1
COC(=O)CN(n1cnnc1)S(=O)(=O)c1ccccc1
  2	-8	-4	-13	14	-1	-1	-11	1
Cc1c(-c2ccccc2)sc(N)c1C(=O)N1CCOCC1
  -47	8	1	8	-465	-1	-2	50	-9
CCOC(=O)N1CCN(C(=O)CN2C(=O)NC(c3ccccc3)(c3ccccc3)C2=O)CC1
  -7	0	-2	2	27	0	-3	2	1
Cc1c(Cl)c(-c2n[nH]c(=S)n2CC(C)C)nn1C
  -16	10	-1	-2	18	-3	-2	37	0
COc1cccc(/C=N/n2c(-c3n[nH]c4c3CCC4)n[nH]c2=S)c1OC
  9	2	1	-6	-13	-3	-3	27	-1
Cc1ccc(C)c(N2CCN(CCCNC(=O)CCC(=O)N3CCOc4ccc(Cl)cc43)CC2)c1
  -19	15	60*	0	/	-8	/	/	/
CC(=O)c1ccc(NC(=O)CN2C(=O)/C(=C/C(C)=C/c3ccccc3)SC2=S)cc1
  /	/	/	/	5	/	-8	1	-8
COCCCNC(=O)c1sc2ncn(CC(=O)Nc3ccc(C)c(Cl)c3)c(=O)c2c1C
  -8	4	-13	-3	12	-3	1	11	2
COC(CNC(=O)c1ccc2c(c1)ncn2-c1ccc(F)cc1F)OC
  -6	3	-12	-10	9	-2	-15	-1	1
Cc1ccccc1C(=O)Nc1cccc(C#N)c1
  -14	0	10	-4	10	-1	6	-7	1
COc1cccc(NC(=O)CN(C)C(=O)c2cc(C)oc2C)c1
  -19	1	7	-6	0	4	-2	3	1

Continuation:
Values in the order – SENP6 inh	SENP7 inh	UBC13 polyUb	SENP8 block-2	SENP8 block-1	beta cell repl	HKDC1 inh	PfGluPho inh	SENP1 FRET inh
Clc1ccc(SCCOCCN2CCCCC2)cc1
  7	0	-1	-1	14	-2	-1	-3	0
Cc1ccc(N2CC(C(=O)N3CCCCC3)CC2=O)cc1C (stereo not given)
  -2	-6	5	4	9	-2	2	-10	1
COC(=O)c1ccccc1NC(=O)C1CC(=O)N(C2CCCCC2)C1 (stereo not given)
  4	4	6	-2	10	-3	2	-12	0
O=C1CC(c2ccncc2)c2cc3c(cc2N1)OCCO3 (stereo not given)
  -12	-4	2	3	-3	-2	2	-10	3
NC(N)=NS(=O)(=O)c1ccc(N/C=C\C(=O)c2ccncc2)cc1
  -5	1	-11	-6	-83	1	7	2	-60
CCCCn1c(N)c(N(CC(C)C)C(=O)c2ccc(S(=O)(=O)N3CCCCCC3)cc2)c(=O)[nH]c1=O
  -4	0	?	4	19	-3	-5	2	0
CN(C)C1(CN=Cc2cc(Cl)cc([N+](=O)[O-])c2O)CCCCC1
  24	3	-47	1	40*	-3	9	15	5
Cc1cc(NC(=O)CN2CC(C)OC(C)C2)n(-c2nc3ccccc3s2)n1 (stereo not given)
  -8	10	4	-1	14	0	4	10	-1
COc1ccc(CCNC(=O)c2ccc(NC(=O)CC3SC(N4CCCC4)=NC3=O)cc2)cc1 (stereo not given)
  -5	3	4	-7	-2	-3	4	13	2
CCCCn1c(N)c(N(CC(C)C)C(=O)C2CCN(S(=O)(=O)c3ccc(C)cc3C)CC2)c(=O)[nH]c1=O
  -17	-3	-8	-7	0	-1	-4	4	0
CC(C(=O)NCc1ccccc1Cl)N1C(=O)c2ccccc2C1=O (stereo not given)
  -3	7	1	3	12	0	-8	-10	1
